# Source: PubChem BioAssay
# PRMT1 inh – inhibitors of human PRMT1; recombinant PRMT1, activity-based probe fluorescence polarization; inhibition, % at 2.79 µM; 370,000 tested, 1.3% active; Q99873;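 active = inhibition above about 21% made by adding two undisclosed values, limit read from the data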
# TCR-CD3 inh – inhibitors of human TCR-CD3 interaction. TAMRA-labeled TCR probe fluorescence, biochemical. inhibition, % at 9.4 µM. AID 651800. 360,000 tested, 0.37% active; in the data active = inhibition above about 19%;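 note: recombinant mutant TCR 2C K166C tagged with TAMRA read by polarization; 0% = receptor in buffer alone and 100% = receptor with positive control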
# HTRA1 inh – blocks human HTRA1 serine peptidase; Q92743; recombinant HTRA1, FP-rhodamine activity-based probe, fluorescence polarization; inhibition, % at 5.96 µM; 340,000 tested, 0.5% active; AID 504803; in the data active = inhibition above about 36%;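 note: 0% = enzyme with DMSO and 100% = wells lacking enzyme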
# Target sequence (Q92743 whole entry, looked up): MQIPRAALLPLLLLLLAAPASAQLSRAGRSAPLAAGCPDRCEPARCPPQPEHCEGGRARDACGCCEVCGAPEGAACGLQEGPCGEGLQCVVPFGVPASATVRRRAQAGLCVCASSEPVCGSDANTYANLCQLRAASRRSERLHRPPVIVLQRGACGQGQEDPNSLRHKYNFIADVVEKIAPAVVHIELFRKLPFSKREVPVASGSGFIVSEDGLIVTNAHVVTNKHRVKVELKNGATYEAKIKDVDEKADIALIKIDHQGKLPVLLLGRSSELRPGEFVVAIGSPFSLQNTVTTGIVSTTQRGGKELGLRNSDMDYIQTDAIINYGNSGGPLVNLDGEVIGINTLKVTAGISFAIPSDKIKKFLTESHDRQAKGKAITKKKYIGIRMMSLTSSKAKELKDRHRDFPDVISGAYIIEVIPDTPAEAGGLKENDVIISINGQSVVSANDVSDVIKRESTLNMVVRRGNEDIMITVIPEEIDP
# rCAG binder – binds r(CAG) RNA repeats. r(CAG) RNA repeat, TO-PRO-1 dye displacement fluorescence. inhibition, % at 3 µM. 370,000 tested, 1.3% active. AID 651821;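 active = inhibition above the plate cutoff, the mean of all test compounds on that plate plus 3 SD, cut at about 35% in these data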;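 note: 0% = DMSO alone and 100% = 100 µM mitoxantrone as full dye displacement; higher means more dye released from RNA so lower well fluorescence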
# SIAE inh – inhibitors of human sialic acid acetylesterase SIAE; Q9HAT2; SIAE FP-Rh probe binding, fluorescence polarization; inhibition, % at 9.66 µM; 370,000 tested, 0.69% active; AID 1053197;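 active = inhibition above a cutoff: mean of compounds within the control limits plus 3 SD of those, cut at about 17% in these data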;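 note: 0% = plate median of compound wells and 100% = probe without SIAE protein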
# TDP2 absorb – blocks human TDP2 phosphodiesterase activity | O95551 | 370,000 tested, 0.34% active | inhibition, % at 12.8 µM | recombinant TDP2, T5PNP hydrolysis, p-nitrophenol absorbance 415 nm | AID 720702;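 active = inhibition above the mean of all tested compounds plus 3 SD, set per campaign, cut at about 25% in these data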;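 note: 0% = DMSO with enzyme and 100% = buffer with substrate but no TDP2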
#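 Assay system: Recombinant human TDP2 | Quantity: 120 nM TDP2 per well | Incubation: 2 h at 37 °C | Signal: Epi absorbance | Evaluation: Percent inhibition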
# NPR2 activator – GC-B (human) receptor activation. P20594. HEK293-GC-B cells, CNP EC30, cGMP TR-FRET; 0% at EC30 CNP, 100% saturating CNP. activation, % at 10 µM. 370,000 tested, 0.11% active;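 active = activation at 10 µM reaching about 35% in either raw or pattern-adjusted values, limit read from the data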
# LEDGF integ inh – blocks HIV-1 LEDGF/p75-dependent DNA integration. TR-FRET IN-LEDGF/p75 DNA integration, Eu/Cy5. inhibition, % at 3.7 µM. 370,000 tested, 0.64% active;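 active = inhibition above the screen-wide mean plus 3 SD, cut at about 13% in these data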;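 note: signal is the Cy5 over europium emission ratio at 671 and 618 nm; 0% = plate median of compound wells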
# MBD2 DNA inh – MBD2-methylated oligo binding inhibition; Q9UBB5; TR-FRET, MBD2 binding to methylated oligonucleotide; inhibition, % at 4.4 µM; 370,000 tested, 0.31% active; AID 686964; in the data active = inhibition above about 13%
# ABHD4 inh – inhibitors of mouse ABHD4 | purified mABHD4, FP-Rh probe fluorescence polarization | inhibition, % at 8.92 µM | 370,000 tested, 0.54% active | AID 720543;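 active = inhibition exceeding the mean over every tested compound plus 3 SD, cut at about 30% in these data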;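 note: 0% = plate median of compound wells and 100% = S159A mutant with DMSO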
# Target sequence (Q8VD66 whole entry, looked up): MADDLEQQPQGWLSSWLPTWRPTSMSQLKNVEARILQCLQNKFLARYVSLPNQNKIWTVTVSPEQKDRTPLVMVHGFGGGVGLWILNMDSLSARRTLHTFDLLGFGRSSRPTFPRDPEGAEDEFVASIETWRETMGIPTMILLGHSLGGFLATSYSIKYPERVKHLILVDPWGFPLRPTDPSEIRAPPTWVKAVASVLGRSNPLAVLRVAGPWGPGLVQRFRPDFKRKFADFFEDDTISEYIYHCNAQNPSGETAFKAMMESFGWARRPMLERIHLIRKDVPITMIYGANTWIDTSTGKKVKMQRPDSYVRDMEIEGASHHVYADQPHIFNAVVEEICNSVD
#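 Doses – 8.92 µM, single dose · Material – wild-type mouse ABHD4 protein · Replication – single well per compound (singlicate) · Measure – percent inhibition of probe binding, normalized to plate controls · Schedule – 45 min compound pre-incubation plus 60 min probe step, 25 °C · Detection – fluorescence polarization with parallel and perpendicular emission, 525/598 nm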
# * marks the source's active call; other numbers are inactive results; · = not tested or not shown. Not all compounds are listed; rates above refer to the full screens.
SMILES,PRMT1 inh,TCR-CD3 inh,HTRA1 inh,rCAG binder,SIAE inh,TDP2 absorb,NPR2 activator,LEDGF integ inh,MBD2 DNA inh,ABHD4 inh
CC1=NC(=O)C(N=Nc2cccc(C(=O)O)c2)N1c1ccccc1 (stereo not given),6,2,3,3,2,-18,-3,-2,-3,-2
CC(NCCCOc1cccc2ccccc12)c1ccccc1 (stereo not given),-1,-9,-5,6,9,-2,-6,0,1,13
CCCCc1c(O)nc2ccccn2c1=O,-1,-9,4,-1,5,-8,4,-2,7,6
COc1cc(C2CC(=O)Oc3c2c(=O)n(C)c2ccccc32)cc(OC)c1OC (stereo not given),-8,7,2,0,2,8,-1,5,0,1
CCN(CC)CCNc1nc2c(c(=O)[nH]c(=O)n2C)n1CC(O)COc1ccc(Cl)cc1Cl (stereo not given),-3,-3,11,-1,3,-3,-2,2,1,1
Cn1c(CNC(=O)c2ccccc2F)nnc1SCC(=O)c1ccccc1,5,10,6,-4,2,10,1,0,-2,5
CCCCOC(=O)CCc1c(C)n[nH]c1C,-3,8,·,2,4,-8,0,-4,2,6
O=C(CCCn1c(=O)[nH]c2ccsc2c1=O)NCc1cccs1,2,-2,0,-4,8,-8,-3,-1,1,2
O=C1NCC(c2ccccc2)C1C(=O)N/N=C/c1ccc(Cl)s1 (stereo not given),5,-2,2,0,-4,-3,-3,-5,4,-3
Cc1oc(-c2ccccc2)cc1C(=O)NC1CCN(Cc2ccccc2)CC1,-3,-4,·,-6,4,2,-5,-2,3,4
O=C1NC[C@@H](Cc2ccc(O)cc2)N(CC2CCCCC2)C1=O,0,-1,-4,1,-2,2,8,2,1,7
CCN1C(Nc2ccccc2)=NC[C@@H]1Cc1ccccc1,-4,0,-4,2,6,11,6,1,-3,0
CC1Oc2ccccc2OC1C(=O)Nc1ccccn1 (stereo not given),-2,2,1,2,-7,-10,-3,4,0,-7
Cc1cc(-c2n[nH]c(=S)n2Cc2ccco2)nn1C,-1,-3,0,-1,0,3,0,-4,5,6
CCC(=O)NC1=C(NC(C)c2ccccc2)C(=O)c2ccccc2C1=O (stereo not given),-1,0,-3,-4,5,11,-9,1,-6,-1
CCCCOP(=O)(c1ccc(N(C)C)cc1)C(O)c1ccncc1 (stereo not given),2,5,6,-3,0,-3,6,-2,0,-1
COC(=O)C1CCN(C(=O)C2CCN(C(=O)[C@@H](NS(=O)(=O)c3ccc(C)cc3)C(C)C)CC2)CC1,-2,11,-2,-7,-2,-14,5,-5,0,3
COc1ccc(-c2nn(-c3ccccc3)cc2C(=O)O)cc1OC,-4,7,8,1,-1,9,1,0,1,-1
O=C(COc1cc(O)c2c(=O)c3ccccc3oc2c1)OCc1ccccc1,-1,0,7,-3,-2,8,7,-1,1,3
COc1ccc(/C=N/n2cnc3scc(-c4cccs4)c3c2=O)cc1OC,-2,3,4,-3,-2,12,-2,-2,-6,-2
NC(=O)c1ccc(NC(=O)COC(=O)CCN2C(=O)c3ccccc3C2=O)cc1,1,3,-3,4,3,-1,-4,0,1,5
Cc1ccc(S(=O)(=O)N2CCc3cc4c(cc3C2C)OCCCO4)cc1 (stereo not given),4,-3,-11,-3,-4,-5,-3,-2,1,-8
CN(C)c1ccc(/C=N/NC(=O)C2COc3ccccc3O2)o1 (stereo not given),8,0,0,15,1,4,0,-3,0,13
CCOC(=O)c1c(C)[nH]c(C(=O)CN2C(=O)NC(C)(c3ccc4ccccc4c3)C2=O)c1C (stereo not given),1,-3,-72,11,-42,-8,7,-3,4,-24

# One compound at a time (already shown). Screens in order: PRMT1 inh | TCR-CD3 inh | HTRA1 inh | rCAG binder | SIAE inh | TDP2 absorb | NPR2 activator | LEDGF integ inh | MBD2 DNA inh | ABHD4 inh
# Cc1ccc(S(=O)(=O)N2CCc3cc4c(cc3C2C)OCCCO4)cc1 (stereo not given) reads 4 | -3 | -11 | -3 | -4 | -5 | -3 | -2 | 1 | -8
# NC(=O)c1ccc(NC(=O)COC(=O)CCN2C(=O)c3ccccc3C2=O)cc1 reads 1 | 3 | -3 | 4 | 3 | -1 | -4 | 0 | 1 | 5
# COc1ccc(-c2nn(-c3ccccc3)cc2C(=O)O)cc1OC reads -4 | 7 | 8 | 1 | -1 | 9 | 1 | 0 | 1 | -1
# CCOC(=O)c1c(C)[nH]c(C(=O)CN2C(=O)NC(C)(c3ccc4ccccc4c3)C2=O)c1C (stereo not given) reads 1 | -3 | -72 | 11 | -42 | -8 | 7 | -3 | 4 | -24
# CCC(=O)NC1=C(NC(C)c2ccccc2)C(=O)c2ccccc2C1=O (stereo not given) reads -1 | 0 | -3 | -4 | 5 | 11 | -9 | 1 | -6 | -1

# Additional compounds:
SMILES,PRMT1 inh,TCR-CD3 inh,HTRA1 inh,rCAG binder,SIAE inh,TDP2 absorb,NPR2 activator,LEDGF integ inh,MBD2 DNA inh,ABHD4 inh
COc1ccccc1NC(=O)C1CCCN1S(=O)(=O)c1ccc(Cl)cc1 (stereo not given),-1,7,-11,-3,-1,4,2,1,-4,0
Cc1ccc(-n2nnc3c(=O)n(CC(=O)OCc4ccccc4)cnc32)cc1,-1,6,-3,1,5,5,2,-4,4,1
COc1ccc(OC)c(-c2cc(C(=O)Nc3cccc(Cl)c3)no2)c1,2,9,-3,-1,-10,-12,-5,2,-4,-9
CC[C@@]1(C(=O)OC)N[C@H](CN(C)C(=O)C2CCCCC2)[C@@H]2C(=O)N(C)C(=O)[C@@H]21,0,1,5,3,-1,-5,-7,-1,1,4
Cc1ccc(NCCc2ccc(C)nc2)cc1,-2,2,2,0,-1,-4,4,-1,-1,-1
COc1ccc2c(c1)oc1c(SCc3nc4ccccc4[nH]3)nc(C)nc12,0,-3,-49,7,-17,0,11,-4,2,-22
Cc1ccc(NC(=O)COc2ccccc2C(N)=O)cc1S(=O)(=O)N1CCCCCC1,0,-1,-30,15,-3,-6,3,0,7,-19
NS(=O)(=O)c1cccc(NC(=O)CSc2nnc(-c3ccccc3)o2)c1,-2,2,-15,3,3,9,-9,-1,3,3
C=CCNC(=O)C1CCN(c2c([N+](=O)[O-])cc(C(F)(F)F)cc2[N+](=O)[O-])CC1,-2,2,-1,3,-1,14,-2,1,-3,-2
CC(=O)NNC(=S)Nc1cc(S(=O)(=O)N(C)C)ccc1C,-1,9,10,2,2,10,-2,0,-7,3
Cc1nc2ccccn2c1C(=O)OCC#N,6,1,1,3,-8,-10,5,5,-3,3
CCCCN1C(=O)c2ccc(C(=O)NCc3ccco3)cc2C1=O,1,-3,-3,-8,5,0,-5,-2,4,-1
O=C(c1ccccc1Cl)N(C(=O)c1ccccc1Cl)c1nccc(-c2cccs2)n1,0,0,0,1,0,-11,-3,1,3,-4
Cc1ccc(Cl)c(NC(=O)COC(=O)c2nn(C)c(=O)c3ccccc23)c1Cl,1,-4,-1,0,-9,-7,-4,0,0,0
CN(C)c1ccc(CNCC2CCCO2)cc1 (stereo not given),1,2,3,0,18*,-18,1,2,-8,-3
O=C(O)C(Nc1nc(C(F)(F)F)nc2ccccc12)c1ccccc1 (stereo not given),-1,-5,4,8,5,-11,4,1,-2,-2
CCCn1c(C)nnc1SCC(=O)NC1CCCCC1,2,-1,-3,-3,-1,-9,-1,-3,2,-8
O=C(CCN1C(=O)c2ccccc2C1=O)NCCC1=CCCCC1,-5,-2,1,-3,7,2,-2,1,-3,-1
O=C(O)[C@H](CSCc1ccccc1)NS(=O)(=O)c1ccc(F)cc1,-1,5,1,2,-3,-12,2,0,2,3
CC(=O)Nc1ccc(NC(=O)CSc2ncnc3c2cnn3Cc2ccccc2)cc1,-3,-3,·,0,0,-1,-7,2,2,2
O=C(NCCCNC(=O)c1cnccn1)c1cccc(F)c1,0,5,1,4,0,10,2,-2,2,-2
Cc1cccc2nc(CSc3nc4[nH]ncc4c(=O)n3-c3cccc(Cl)c3)cc(=O)n12,-3,-5,-3,4,-1,3,12,1,-5,14
Cc1ccc(S(=O)(=O)NCc2ccccc2)cc1C(=O)N(C)Cc1ccc(F)cc1,1,4,-5,-7,-14,-5,-2,-1,-1,-1
CCOC(=O)c1c(NC(=O)C2CCCO2)sc2c1CCC2 (stereo not given),-3,0,-5,1,7,3,-3,2,-2,-2
COc1ccccc1C(=O)NCCC(=O)Nc1ccc(S(=O)(=O)N2CCCC(C)C2)cc1 (stereo not given),-2,7,-11,2,-3,9,-1,5,-1,-6
Cc1ccc(NC(=O)/C(Cl)=C/c2ccccc2)cc1C,-1,2,-35,-1,-5,6,-3,1,1,-12
O=C(O)COc1ccccc1/C=N/NC(=O)CSc1nnc(SCc2cccc3ccccc23)s1,2,-1,-6,7,-22,13,-4,-1,1,7
CCOC(=O)C1CCN(CC(=O)Nc2cc(S(=O)(=O)N3CCOCC3)ccc2C)CC1,-2,-1,5,-4,16,19,10,1,1,4
COc1ccc(CN(C)C(=O)C(CCSC)NS(=O)(=O)c2ccc3c(c2)OCCO3)c(OC)c1OC (stereo not given),1,-2,-4,-1,2,6,0,-2,0,3
COc1cccc(-c2c(NC(=O)c3ccco3)oc3ccccc3c2=O)c1,-5,7,-9,1,-6,0,7,-1,1,3
Cc1ccc(C(C[N+](=O)[O-])n2nc(C)cc2C)cc1 (stereo not given),0,-4,-16,9,-10,1,1,0,-4,-2
CCOc1cc(C(=O)N2CCN(c3ccccn3)CC2)cc(OCC)c1OCC,0,1,-5,-12,1,4,3,2,0,0
O=C(NCC(c1ccco1)N1CCc2ccccc21)c1ccccc1Br (stereo not given),-1,2,3,-2,7,-10,-5,0,3,-9
O=C(CCn1c(=S)oc2ccccc21)NC1CCCCC1,-3,-2,3,3,-12,-23,-3,6,3,-5
CCCCNc1ccc(C(CC(N)=O)NC(=O)c2ccccc2)cc1[N+](=O)[O-] (stereo not given),-3,-3,0,3,8,-4,3,-2,-2,6
CC(C)=CCC/C(C)=C/CN1CC(=O)N2[C@H](C[C@@]3(n4ccc5ccccc54)c4ccccc4N(S(=O)(=O)c4ccccc4)[C@@H]23)C1=O,-8,·,·,14,-8,-6,6,7,0,4
O=C(O)CC(Cc1ccc(Cl)cc1)C(=O)Nc1ccccc1 (stereo not given),6,-5,6,4,14,-16,-12,-4,1,-10
COc1ccc(-c2cccc(NC(=O)c3cccs3)c2)nn1,1,-5,-25,5,2,-2,-1,6,-5,-11
N#C/C(=C\c1ccc(OCc2ccc(Br)cc2)cc1)C(=O)Nc1cccc(C(=O)O)c1,5,1,-10,2,-11,-6,-4,-4,-3,0
COc1ccc(N/C=C\C(=O)c2ccc3c(c2)OCO3)cc1,3,0,-3,1,2,9,6,5,-1,7
Cn1c(SCc2ccccc2F)nc2ccccc2c1=O,-1,5,2,0,4,12,5,0,-2,-1
CCCCOCCCNC(=O)C[C@@H]1C[C@@]2(C(=O)OC)CC(C)(C)CC=C2N(Cc2ccco2)C1=O,-2,3,·,-2,1,-7,3,3,-3,-7
Cc1cc(C)cc(Cn2cc(CN3CC(N4CCCC4)CS3(=O)=O)nn2)c1 (stereo not given),0,-11,·,3,3,-14,2,4,-4,0
COC(=O)C[C@@H]1CC[C@H](NC(=O)c2ccccc2)[C@@H](CO)O1,0,2,·,1,5,-5,2,0,-2,8
O=C(CC(=O)N/N=C\c1cccc(Cl)c1Cl)NCc1ccccc1,-4,-2,-9,-2,-4,8,-4,-2,3,4
